Lamin A splicing – LMNA splicing modulation; hit rate 0.01% among 200,000; HeLa LMNA splicing GFP/RFP minigene ratio, 48 h; Potency, µM (series often up to 46.1 µM), inactives show top-dose ratio change, negative = inhibition, hits mostly inhibitors; active = well fitted inhibition curve with a large enough effect in the signal ratio, with a control signal flat, not every such curve was filed as active; inconclusive = small, poorly fitted or top-dose-only effect, or effect the other way, or a change in a side signal; the % refers to the signal ratio; note: potency is the fitted concentration of half-maximal effect; % is set by controls: 0 for no effect and ±100 for the full control effect
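S3 HeLa cells stably expressing lamin A-EGFP splicing minigene plus DsRed2, 600 cells/well, 48 h compound exposure at 37C. Laser-scanning cytometry; analysed as GFP (500-530 nm)/RFP (575-640 nm) total intensity ratio; 0.5% DMSO vehicle.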
GAA spleen mod – lysosomal alpha-glucosidase (human) modulation; human spleen homogenate, 4-MU-alpha-glucoside fluorescence; P10253; Potency, µM (titrated, usually from 79.9 µM), for inactives: top-dose activity change, negative = inhibition, usual class: inhibitors; hit rate 0.006% among 240,000;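 note: potency is the fitted concentration of half-maximal effect; 0% = enzyme with vehicle and -100% = no enzyme basal signal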
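Compounds were titrated against alpha-glucosidase in spleen homogenate at pH 5.0, with 1 mM 4-methylumbelliferyl substrate for 40 min at 37 C. Reactions were quenched with pH 10 NaOH/glycine and fluorescence measured.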
GAA inh – blocks human lysosomal alpha-glucosidase; P10253; purified human GAA, 4-MU-alpha-glucoside fluorescence; Potency, µM (doses to about 76.9 µM), for inactives: at the highest dose activity change, negative = inhibition, hits mostly inhibitors; hit rate 0.005% among 200,000; AID 1466;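 note: potency is the fitted concentration of half-maximal effect; plate controls were uninhibited enzyme wells for no effect and no-enzyme background for full effect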
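qHTS format, compound range up to 77 uM. Human lysosomal enzyme at 4 nM, 400 uM 4-MU glucoside substrate, pH 5.0, 20 min room temperature; fluorescence after alkaline stop gives activity normalized to controls.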
CBFb-RUNX1 inh – blocks binding between human CBF-beta and RUNX1 | AlphaScreen CBFb-His/RUNX1-biotin binding, biochemical | Q01196+Q13951 | AID 1477 | Potency, µM (doses to about 59.8 µM), inactives show at the top dose activity, negative = inhibition, hits mostly inhibitors | 230,000 tested, under 10 active; note: % of control where 0% means no effect
Target sequence (Q01196 whole entry, looked up): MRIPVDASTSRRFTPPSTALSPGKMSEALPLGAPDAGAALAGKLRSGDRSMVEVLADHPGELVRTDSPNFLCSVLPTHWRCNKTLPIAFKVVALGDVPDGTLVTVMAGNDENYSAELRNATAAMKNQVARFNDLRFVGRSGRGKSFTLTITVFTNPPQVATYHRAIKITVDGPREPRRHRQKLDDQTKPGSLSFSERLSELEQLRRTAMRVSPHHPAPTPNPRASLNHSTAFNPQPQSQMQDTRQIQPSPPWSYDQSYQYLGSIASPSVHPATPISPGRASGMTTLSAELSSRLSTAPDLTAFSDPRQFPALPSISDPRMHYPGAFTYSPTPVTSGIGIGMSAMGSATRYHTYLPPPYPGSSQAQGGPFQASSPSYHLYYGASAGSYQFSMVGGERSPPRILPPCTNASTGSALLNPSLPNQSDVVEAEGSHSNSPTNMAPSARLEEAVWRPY
Target sequence (Q13951 whole entry, looked up): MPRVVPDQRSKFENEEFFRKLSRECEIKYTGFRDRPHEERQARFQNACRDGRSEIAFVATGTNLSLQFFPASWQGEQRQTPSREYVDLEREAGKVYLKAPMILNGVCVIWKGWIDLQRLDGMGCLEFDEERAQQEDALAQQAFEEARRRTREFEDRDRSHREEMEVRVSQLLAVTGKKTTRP
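AlphaScreen binding: CBFb-His and RUNX1-biotin (30 nM each) preincubated 20 min, compound added for 15 min, then nickel and streptavidin beads for 90 min, all at room temperature. Disruption of the interaction by any mechanism counts as activity.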
HTT cytoprotect – protects HTT-Q103 PC12 cells, measured by ATP | PC12 HTT-Q103 induced, cytoprotection, ATP luminescence, 40 h | hit rate 0.14% among 230,000 | AID 1471 | Potency, µM (top dose mostly 56.4 µM), for inactives: cytoprotection (ATP increase), usual class: activators;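 note: potency is the fitted concentration of half-maximal effect; % of control where 0% means no effect; nearly all actives have a fitted effect of over 45% in size; toxic huntingtin expression switched on by the ecdysone agonist tebufenozide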
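Stable PC12 Q103-GFP cells in serum-supplemented, phenol red-free DMEM; induction by tebufenozide at 100 nM final; compound dose series; cell viability quantified luminescently from ATP.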
GAA glycogen – alters human alpha-glucosidase cleavage of glycogen | recombinant GAA, glycogen substrate, Amplex Red glucose oxidase fluorescence | AID 2100 | hit rate 0.38% among 300,000 | Potency, µM (series often up to 76.4 µM), for inactives: at the top dose activity change, negative = inhibition, usual class: inhibitors;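 note: potency is the fitted concentration of half-maximal effect; 0% = full enzyme reaction and -100% = no-enzyme basal signal; the screen sought inhibitors and activators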
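Recombinant human enzyme (4 nM); glycogen substrate; 37 C, 40 min, pH 5.0. Readout: coupled glucose oxidase/Amplex Red fluorescence.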
HTT aggregate – mutant huntingtin aggregation inhibition. Potency, µM (titrated, usually from 46.1 µM), inactives show top-dose activity change, negative = inhibition, hits mostly inhibitors. hit rate 1.1% among 220,000. PC12 HttQ103-GFP aggregates, Acumen cytometry, 40 h; note: potency is the fitted concentration of half-maximal effect; % is set by controls: 0 for no effect and ±100 for the full control effect; nearly all actives have a fitted effect of over 60% in size
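Compounds (qHTS titration) were added to PC12 cells expressing an ecdysone-driven HTT exon 1 Q103–GFP fusion after induction with 100 nM tebufenozide. Aggregate formation was measured as GFP objects in cell lysates.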
* = called active by the depositor; u = inconclusive; x = no result given; & = joins results of further samples; [ ] = dose if it differs, or a comment. Unless noted, calls come from the whole dose curve; as a rule, active = well fitted curve in the direction sought with a large enough effect; inconclusive = small, poorly fitted or top-dose-only effect, or another doubt; inactive = no such curve, though single readings can be large; an effect the other way counts as inactive or inconclusive.

SMILES	Lamin A splicing	GAA spleen mod	GAA inh	CBFb-RUNX1 inh	HTT cytoprotect	GAA glycogen	HTT aggregate
CCCOc1ccc(-c2nc(C#N)c(N3CCN(CC)CC3)o2)cc1	-1%	3%	-2%	-6%	0%[0.074 µM]	3%	4%
O=[N+]([O-])c1cccc(/C=C/C=N/Nc2nc(N3CCCCC3)nc(N3CCCCC3)n2)c1	u	x	-8%	4%	-21%	-3%	6%
CC1(C)CC(=O)C(C=NCCN2CCN(CC(=O)Nc3ccccc3)CC2)=C(O)C1	-6%	-4%	-8%	2%	x	-8%	35%
CN(CCO)c1ncnc2c1sc1nc(N3CCOCC3)c3c(c12)CCC3	x	-1%	4%	4%	-12%[10 µM]	5%	3%[9.22 µM]
COC(=O)c1ccccc1NC(=O)CSc1nnc(COc2cccc(OC)c2)n1C	u	4%	-7%	-1%	4%[10 µM]	-2%	19%
Cc1cc2c(cc1C)CSC(c1ccccc1OC(=O)C(C)(C)C)SC2	u	-3%	-1%	6%	23%[10 µM]	1%	-16%
COCCCN=Cc1c(C)[nH]n(-c2ccc(Br)cc2Br)c1=O	u	1%	3%	5%	-2%	-7%	-10%
Cc1nc2c(cnn2-c2ccccc2Cl)c(=O)n1-c1ccc(N2CCC(C)CC2)cc1	7%	-3%	u	0%	-59%[inhibitor]	-4%	-86%
CCCS(=O)(=O)Nc1cc(C(F)(F)F)ccc1OCCOC	-9%	-4%	-9%	5%	-9%[10 µM]	7%	-2%
S=C(c1cccs1)N1CCCC1	2%	0%	-13%	2%	22%[1.9 µM]	1%	-4%
O=C(Nc1nnc(-c2ccncc2)o1)C1CCCCC1	-5%	-4%	1%	-13%	-1%[10 µM]	9%	7%
COC(=O)c1ccc(Oc2coc3cc(OCc4ccc([N+](=O)[O-])cc4)ccc3c2=O)cc1	-5%	-1%	2%	1%	24%[10 µM]	7%	10%
COc1ccc2c(-c3cc4ccc(OCc5ccc(F)cc5)cc4oc3=O)cc(=O)oc2c1	6%	3%	5%	14%	-23%[10 µM]	3%	-15%
CC(=O)c1cccc(NC(=O)N2CCCC2C(=O)NCCC(C)C)c1 (stereo not drawn)	5%	-6%	-1%	4%	0%	-2%	0%
Cc1cc(-c2ccc(NC(=O)[C@@H]3CCCC[C@@H]3C(=O)O)c(C)c2)ccc1NC(=O)[C@@H]1CCCC[C@@H]1C(=O)O	x	0%	11%	1%	-4%	13%	10%
COC(=O)C1CCN(C(=O)c2ccc(OC3CCN(Cc4ccccn4)CC3)cc2)CC1	x	1%	-1%	1%	1%	-12%	10%
Cc1ccc(C)c(N2CCN(C(=O)c3ccc(Cn4c(=S)[nH]c5ccc(N6CCOCC6)cc5c4=O)cc3)CC2)c1	x	2%	-7%	-18%	x	17%	10%
CC(C)(C)OC(=O)N1CCC2(CC1)C(C#N)=C(N)OC1=C2C(=O)CCC1	14%[46 µM]	x	1%	9%	-5%	6%	-5%
COc1ccccc1NS(=O)(=O)c1cccc(C(=O)N/N=C/c2cn(-c3ccccc3)nc2-c2ccccc2)c1	u	0%	-9%	5%	17%[10 µM]	4%	-1%
O=C(Cn1cc(C(F)(F)F)cc(Cl)c1=O)NCCc1ccccc1	0%	-16%	-2%	0%	16%[1.9 µM]	-3%	6%
Cn1cccc1/C=C1\SC(=O)N(c2ccccc2)C1=O	-10%	-5%	-9%	1%	-21%[10 µM]	11%	-17%
COc1cc(OC)c(-c2nnc(-c3ccc(OC)c(OC)c3OC)o2)cc1OC	u	-7%	-8%	2%	-23%[10 µM]	-4%	u
CCOC(=O)c1[nH]c2ccccc2c1NC(=O)c1ccc(S(=O)(=O)N(C)C)cc1	-12%	0%	-10%	-4%[2.36 µM]	x	-8%	10%
CC(C)OCCCNC(=O)CCc1nc(-c2ccccc2)no1	4%	0%	u	2%	4%	2%	-1%
NC(=O)COc1ccc(-n2cnnn2)cc1	x	2%	-1%	u	-5%	5%	-5%

3 entries from above, ordered by number of heavy atoms, largest number first.
SMILES	Lamin A splicing	GAA spleen mod	GAA inh	CBFb-RUNX1 inh	HTT cytoprotect	GAA glycogen	HTT aggregate
O=[N+]([O-])c1cccc(/C=C/C=N/Nc2nc(N3CCCCC3)nc(N3CCCCC3)n2)c1	u	x	-8%	4%	-21%	-3%	6%
COc1cc(OC)c(-c2nnc(-c3ccc(OC)c(OC)c3OC)o2)cc1OC	u	-7%	-8%	2%	-23%[10 µM]	-4%	u
Cc1cc2c(cc1C)CSC(c1ccccc1OC(=O)C(C)(C)C)SC2	u	-3%	-1%	6%	23%[10 µM]	1%	-16%

Carrying on.
SMILES	Lamin A splicing	GAA spleen mod	GAA inh	CBFb-RUNX1 inh	HTT cytoprotect	GAA glycogen	HTT aggregate
O=C(O)c1ccc(/C=N/NC(=O)C2CC2(c2ccccc2)c2ccccc2)cc1 (stereo not drawn)	-6%[46 µM]	3%	-2%	0%	-14%	1%	8%
C=CC(=O)Nc1ccc(Br)cc1	u	0%	-6%	1%	-1%	5%	14%
CC(OC(=O)c1ccc(S(=O)(=O)NCc2ccco2)cc1)C(=O)Nc1ccc(Cl)cn1 (stereo not drawn)	0%	-4%	6%	-6%	x	0%	15%
COc1ccc(NC(=S)N2CCN(CCN3C(=O)c4cccc5cccc(c45)C3=O)CC2)cc1	u	-1%	u	8%	6%[10 µM]	-6%	12%
CC(O)CO (stereo not drawn)	u	10%&-1%	x	-7%&-28%[21.7 µM]	23%&-11%	x	9%
COCCCNCCOCCOc1c(OC)cccc1OC	7%	-1%	7%	4%	-20%	7%	11%
CCCn1c(SCC(=O)NC(C)(C)C)nnc1-c1ccco1	-6%[46 µM]	9%	-4%	2%	13%[10 µM]	-10%	-8%[9.22 µM]
Cc1cc(Nc2ccccc2)n(C(=O)c2ccc(Cl)cc2)n1	-12%	-2%	1%	-1%	-2%[10 µM]	-6%	-11%
COc1ccc(N2CCN(C(=O)CCNS(=O)(=O)c3ccc4c(c3)CCC(=O)N4)CC2)cc1	-9%	-8%	1%	-2%	16%[10 µM]	-1%	-13%
Cc1ccc(C(=O)N2CCCCCC2)cc1Br	-8%	2%	-3%	9%	-15%[0.074 µM]	-5%	-8%
O=C(CSc1nnc2ccccn12)c1ccccc1	-5%	-3%	0%	7%	-10%	-3%	-2%
C=C1CCC(C)C(C)(CCC2=CCOC2=O)C/C=C\C=C/1C(=O)O (stereo not drawn)	x	6%	x	-1%	14%[10 µM]	1%	21%[9.22 µM]
Cn1c(=O)c(C(=O)Nc2ncccc2O)c(O)c2ccccc21	0%	-1%	2%	3%	-28%	9%	6%
COc1cc(-c2cn[nH]c2N)cc(OC)c1OC	-13%	u	u	-3%	-11%	11µM*	4%[9.22 µM]
CCN(CC)S(=O)(=O)c1ccc(N2CCOCC2)c(NS(=O)(=O)c2ccc(C)c(C)c2)c1	-6%	0%	-5%	-5%	19%[1.9 µM]	4%	10%
CCOCCCNC(=O)C(c1ccc(Cl)cc1)N1CCN(C(=O)c2ccco2)CC1 (stereo not drawn)	2%	-5%	-7%	4%	-56%[inhibitor]	11%	7%
C=CCOn1c(=O)c(-c2cc3ccccc3o2)[n+]([O-])c2ccccc21	-13%	0%	0%	3%	-24%	5%	2%
NC(=O)C1CCN(C(=O)CSc2ccsc2[N+](=O)[O-])CC1	u	-2%	3%	13%	3%[10 µM]	29%	-6%[9.22 µM]
CCOC(=O)CSC1=C(C#N)C(c2ccc(C)cc2)C(C(=O)OC)C(=O)N1 (stereo not drawn)	3%	-11%	-13%	10%	-10%	-10%	7%
Cc1ccc(S(=O)(=O)N(CCCN2CCCC2=O)Cc2cc3c(C)ccc(C)c3[nH]c2=O)cc1	-3%	-4%	-6%	-1%	-26%	9%	-16%
O=C(CSc1cn(CCNC(=O)c2ccccc2)c2ccccc12)NCc1ccco1	3%	0%	u	-7%	-10%	15%	1%
Cc1cc(C)nc(SCC(=O)NCc2ccco2)n1	-3%	-6%	0%	7%	3%	8%	2%
COc1ccc(OC)c(CNC(=O)C2CCCN(c3nc4ccccc4o3)C2)c1 (stereo not drawn)	5%	-7%	-18%	3%	-16%	9%	-12%
Cn1cccc1/C=N/n1c(-c2ccccc2)n[nH]c1=S	15%[0.0737 µM]	-3%	3%	-6%	-14%	u	-5%
CCOc1cc(/C=N\NC(=O)c2ccc(NC(=O)C(C)(C)C)cc2)ccc1OC(=O)c1cccc(C)c1	u	1%	-9%	6%	9%	1%	-26%
SMILES	Lamin A splicing	GAA spleen mod	GAA inh	CBFb-RUNX1 inh	HTT cytoprotect	GAA glycogen	HTT aggregate
Cc1cc(C)c2c(N)c(C(=O)NN3CC(=O)N(c4cccc(Cl)c4)CC3=O)sc2n1	x	-2%	x	12%	0%[10 µM]	4%	-5%[9.22 µM]
COc1cc2nc(N3CCN(C(=O)OCc4ccccc4)C(C(=O)NC(C)(C)C)C3)nc(N)c2cc1OC (stereo not drawn)	u	-4%	x	-1%	x	x	x
Cc1ccc(S(=O)(=O)N(C)C)cc1NC(=O)c1ccc(OC(F)(F)F)cc1	2%	2%	3%	3%	-4%[10 µM]	5%	-6%
O=C(COC(=O)c1ccc(O)cc1)NCCCc1ccccc1	x	-15%	2%	-6%	x	-7%	4%
O=c1c2c(nc3c(-c4ccccc4)c[nH]n13)CCCC2	u	-4%	4%	4%	7%	0%	u
O=S(=O)(c1ccc2nc(Cc3cccc(C(F)(F)F)c3)[nH]c2c1)N1CCOCC1	-19%	0%	-12%	0%	-3%	-9%	2%
CCCCc1nc2c(c3c1CC(C)OC3)CN(CCC(C)C)CC2 (stereo not drawn)	x	-20%[17.4 µM]	x	0%[13.1 µM]	1%[10 µM]	x	x
O=C(Nc1ccc(Cc2ccncc2)cc1)c1cccc([N+](=O)[O-])c1	u	7%	6%	-17%	10%[10 µM]	-5%	12%
Cc1oc(-c2ccccc2)nc1CS(=O)CC(=O)N1CCc2ccccc2C1 (stereo not drawn)	-2%	-3%	2%	-2%	-9%	11%	16%
CC(C)C(C(=O)Nc1ccc(S(=O)(=O)N2CCOCC2)cc1)N1C(=O)c2ccccc2C1=O (stereo not drawn)	7%	-8%	-19%	-14%	2%	-13%	-10%

3 entries out of the list above, sorted by their value in GAA spleen mod, largest number first:
SMILES	GAA spleen mod
CCCn1c(SCC(=O)NC(C)(C)C)nnc1-c1ccco1	9%
COc1ccc(NC(=S)N2CCN(CCN3C(=O)c4cccc5cccc(c45)C3=O)CC2)cc1	-1%
Cc1cc(Nc2ccccc2)n(C(=O)c2ccc(Cl)cc2)n1	-2%

Screens deposited in PubChem BioAssay by National Center for Advancing Translational Sciences (NCATS).
